Assay outcomes from PubChem.
RGS12 GoLoco inh = RGS12 GoLoco-Gai1 interaction inhibition; P63096; Gai1:RGS12 GoLoco peptide FP, rhodamine, 10 min; Potency, µM (top dose mostly 61.6 µM), inactives show top-dose activity, negative = inhibition, usual class: inhibitors; 230,000 tested, 0.44% active; active = well fitted inhibition curve with a large enough effect, not every such curve was filed as active; inactive = no such curve, though single readings can be large or run the other way; note: % is set by controls: 0 for no effect and ±100 for the full control effect; nearly all actives have a fitted effect of over 30% in size; many of its hits are not listed in these tables
SMN2 splice enh = enhancers of SMN2 splice variant expression; HEK293 SMN2-luciferase splicing reporter, luminescence, 30-36 h; AID 1458; Potency, µM (top dose mostly 46.1 µM), for inactives: at the highest dose activity change, positive = activation, hits mostly activators; 210,000 tested, 2.8% active; note: % of control where 0% means no effect; nearly all actives have a fitted effect of over 55% in size
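qHTS luciferase splicing reporter: luminescence rises when SMN2 exon 7 is included in transfected HEK293 cells. Compound exposure lasted 30-36 h at 37C, with 4.5 mM final sodium butyrate as control, followed by a ONE-Glo read.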
KinaseGlo FLuc = blocks Kinase-Glo luciferase, a counter-screen artifact. Q27757. Kinase-Glo luciferase, ATP luminescence, 8 min. Potency, µM (highest dose often 38.3 µM), for inactives: top-dose activity change, negative = inhibition, actives largely listed as inhibitors. 200,000 tested, 0.28% active. AID 1379; note: % is set by controls: 0 for no effect and ±100 for the full control effect; nearly all actives have a fitted effect of over 60% in size
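Light output from Kinase-Glo luciferase with luciferin and 10 uM ATP in 50 mM imidazole pH 7.2, KCl, MgCl2, Tween 20, BSA; compound pin-delivered, 8-min ambient incubation, then luminescence read.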
NPSR antagonist = antagonists of human neuropeptide S receptor cAMP signaling. AID 1461. CHO-NPSR cells, cAMP TR-FRET, antagonist mode. Potency, µM (doses to about 38.3 µM), for inactives: at the highest dose activity change, negative = inhibition, hits mostly inhibitors. 220,000 tested, 1% active; note: % is set by controls: 0 for no effect and ±100 for the full control effect; nearly all actives have a fitted effect of over 50% in size; many of its hits are not listed in these tables
Target sequence (Q6W5P4 whole entry, looked up): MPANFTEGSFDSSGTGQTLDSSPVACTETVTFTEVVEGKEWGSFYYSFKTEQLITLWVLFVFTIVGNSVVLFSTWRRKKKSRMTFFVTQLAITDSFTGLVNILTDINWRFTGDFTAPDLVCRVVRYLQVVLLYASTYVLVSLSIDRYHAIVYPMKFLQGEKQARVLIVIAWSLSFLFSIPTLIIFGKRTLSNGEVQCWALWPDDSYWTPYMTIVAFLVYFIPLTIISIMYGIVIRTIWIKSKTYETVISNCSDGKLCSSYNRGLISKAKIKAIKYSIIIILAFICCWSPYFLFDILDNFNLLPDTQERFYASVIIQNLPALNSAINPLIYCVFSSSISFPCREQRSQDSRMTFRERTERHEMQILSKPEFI
JMJD2E inh = blocks human JMJD2E demethylase activity | B2RXH2 | JMJD2E catalytic domain, FDH-coupled NADH fluorescence (FDH is formaldehyde dehydrogenase) | Potency, µM (series often up to 57.1 µM), for inactives: top-dose activity change, negative = inhibition, usual class: inhibitors | 230,000 tested, 1.6% active; active = well fitted inhibition curve with a large enough effect, not every such curve was filed as active; inconclusive = small, poorly fitted or top-dose-only effect, or another doubt; inactive = no such curve, though single readings can be large or run the other way;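 note: 0% = wells with enzyme and -100% = buffer wells without enzyme; nearly all actives have a fitted effect of over 50% in size; many of its hits are not listed in these tables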
RECQ1 helicase = blocks DNA unwinding by human RECQ1; P46063; RECQ1 DNA unwinding, red fluorescence kinetic read; Potency, µM (highest dose often 57.3 µM), inactives show top-dose activity, negative = inhibition, most hits filed as inhibitors; 240,000 tested, 0.54% active;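 note: plate controls were vehicle for no effect and no enzyme for full effect; nearly all actives have a fitted effect of over 30% in size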
Target sequence (P46063 whole entry, looked up): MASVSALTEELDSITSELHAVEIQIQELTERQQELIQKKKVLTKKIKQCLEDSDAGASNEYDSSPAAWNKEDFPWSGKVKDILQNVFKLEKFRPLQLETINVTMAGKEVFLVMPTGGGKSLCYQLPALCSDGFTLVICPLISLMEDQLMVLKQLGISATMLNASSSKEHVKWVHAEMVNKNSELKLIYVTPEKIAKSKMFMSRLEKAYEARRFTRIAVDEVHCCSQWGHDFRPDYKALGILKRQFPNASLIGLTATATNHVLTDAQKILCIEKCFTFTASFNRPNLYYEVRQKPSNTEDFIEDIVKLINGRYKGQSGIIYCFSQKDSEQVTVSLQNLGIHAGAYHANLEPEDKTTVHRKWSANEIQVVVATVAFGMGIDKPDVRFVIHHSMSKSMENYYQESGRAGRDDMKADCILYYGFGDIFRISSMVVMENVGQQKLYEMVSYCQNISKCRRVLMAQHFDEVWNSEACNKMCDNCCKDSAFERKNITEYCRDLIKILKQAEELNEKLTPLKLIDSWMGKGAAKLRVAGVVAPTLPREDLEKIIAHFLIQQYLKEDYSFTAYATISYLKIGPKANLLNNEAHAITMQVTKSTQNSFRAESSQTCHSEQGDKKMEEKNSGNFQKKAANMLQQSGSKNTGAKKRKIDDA
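RECQ1T1 50 nM; forked duplex (20 bp + 30-nt ss tails) 200 nM, ATP 2 mM final; pH 8.0, 2 mM MgCl2, 2.5 ug/ml poly(dI-dC); 15 min compound preincubation; discontinuous kinetic read over 2 h at RT.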
Epigenetic derep = derepresses silenced GFP reporter in murine cells. AID 1865. Potency, µM (series often up to 53.9 µM), for the others: at the top dose GFP activation, hits mostly activators. 280,000 tested, 0.2% active. murine LDR cells, GFP reporter derepression, 30 h; note: % of control where 0% means no effect; nearly all actives have a fitted effect of over 60% in size
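Murine LDR cells carrying a silenced, genomically integrated CMV-driven GFP reporter were exposed to compound for 30 hours at 37 C. After PBS washes, GFP-positive cells (20–120 um objects) were counted by laser-scanning microplate cytometry.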
IMPase Li inh = membrane-permeable IMPase blocker, potentiated with lithium; 210,000 tested, 0.35% active; Potency, µM (highest dose often 59.4 µM), inactives show top-dose activity, negative = IMPase inhibition, usual class: inhibitors; CHO-M1 cells, IP1 TR-FRET (IP-One), carbachol + lithium; AID 1457;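 note: IP1 builds up when IMPase is blocked and the TR-FRET signal falls; plate controls were basal vehicle for no effect and high inhibitor control for full effect; nearly all actives have a fitted effect of over 50% in size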
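IP1 accumulation measured by competitive TR-FRET in lysed CHO-M1 cells after 30 min compound exposure at 37C, with a small lithium addition to potentiate weak responses. Hill-equation AC50 from ratio and donor-channel data.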
Numbers without * were called inactive; i = inactive; ? = inconclusive; · = not tested or not shown; [ ] = remark or other dose. Unless noted, calls come from the whole dose curve; as a rule, active = well fitted curve in the direction sought with a large enough effect; inconclusive = small, poorly fitted or top-dose-only effect, or another doubt; inactive = no such curve, though single readings can be large; an effect the other way counts as inactive or inconclusive. Potency is the fitted concentration of half-maximal effect.

No.	smiles	RGS12 GoLoco inh	SMN2 splice enh	KinaseGlo FLuc	NPSR antagonist
1	CC1=C(C(=O)OCC2CCCO2)C(c2ccccc2)NC(=O)N1 (stereo unspecified)	·	·	·	-6%[46.1 µM]
2	[O-]/[N+](=C\c1ccc(F)cc1)c1ccccc1	-5%	-6%	-13%	-2%[46.1 µM]
3	CC1CCN(S(=O)(=O)c2ccc(Cl)cc2Br)CC1	-15%	-26%	0%	-9%[46.1 µM]
4	CC(C)(C)C(=O)OCOC(=O)[C@@H]1N2C(=O)[C@@H](N=CN3CCCCCC3)[C@H]2SC1(C)C	-70%[21.6 µM]	-1%[20.6 µM]	3%[17.1 µM]	·
5	COc1ccc(C(=O)O/N=C(\N)Cc2ccc([N+](=O)[O-])cc2)c(OC)c1	3%	·	·	-2%
6	O=C(COc1cccnc1[N+](=O)[O-])c1ccc(Cl)s1	73%[activator]	·	·	17%
7	Cc1ccc(CCNC(=O)C2CCN(S(=O)(=O)c3cccc4nonc34)CC2)cc1	·	·	·	-1%[46.1 µM]
8	CCOC(=O)c1c(NC(=O)CSc2nnc(CNc3ccc(OC)cc3)n2C)sc(C)c1C	-6%	-22%	-2%	-17%[46.1 µM]
9	CCCCCC1=C2CNC(CC(C)C)(C(=O)OC)C=C2C(C)C1=O (stereo unspecified)	6%	-7%	-2%	·
10	COc1ccc(NC(=O)CCCn2c(=O)c3sccc3n(Cc3ccc(C)cc3C)c2=O)cc1	6%	-22%	-1%	-19%
11	COc1ccc(OC)c(C2C3=C(N=c4s/c(=C\c5cccc(O)c5)c(=O)n42)c2ccccc2CC3)c1 (stereo unspecified)	11%	-90%[inhibitor]	-2%	-58%
12	CCN(C(=O)CSc1nnc(-c2cccs2)o1)C1CCS(=O)(=O)C1 (stereo unspecified)	-1%	-7%	4%	6%

No.	JMJD2E inh	RECQ1 helicase	Epigenetic derep	IMPase Li inh
1	2%	-2%	-3.4%	·
2	-18%	i	3.8%	26%[38.3 µM]
3	-3%	-3%	-9.5%	28%[38.3 µM]
4	8%[25.5 µM]	-5%[25.9 µM]	-1.4%[16.9 µM]	7%
5	0%	5%	0.1%	·
6	14µM*	?	8.1%	·
7	2%	-16%	-1.8%	·
8	1%	?	-1.0%	36%[38.3 µM]
9	?	-12%	1.4%	0%
10	4%	6%	-1.0%	21%
11	?	-14%	-1.3%	-6%
12	?	-5%	-1.6%	-3%

Complete entries from above.
`O=C(COc1cccnc1[N+](=O)[O-])c1ccc(Cl)s1` as listed: RGS12 GoLoco inh: 73%[activator]; SMN2 splice enh: ·; KinaseGlo FLuc: ·; NPSR antagonist: 17%; JMJD2E inh: 14µM*; RECQ1 helicase: ?; Epigenetic derep: 8.1%; IMPase Li inh: ·
`CC(C)(C)C(=O)OCOC(=O)[C@@H]1N2C(=O)[C@@H](N=CN3CCCCCC3)[C@H]2SC1(C)C` as listed: RGS12 GoLoco inh: -70%[21.6 µM]; SMN2 splice enh: -1%[20.6 µM]; KinaseGlo FLuc: 3%[17.1 µM]; NPSR antagonist: ·; JMJD2E inh: 8%[25.5 µM]; RECQ1 helicase: -5%[25.9 µM]; Epigenetic derep: -1.4%[16.9 µM]; IMPase Li inh: 7%
`COc1ccc(OC)c(C2C3=C(N=c4s/c(=C\c5cccc(O)c5)c(=O)n42)c2ccccc2CC3)c1` (stereo unspecified) as listed: RGS12 GoLoco inh: 11%; SMN2 splice enh: -90%[inhibitor]; KinaseGlo FLuc: -2%; NPSR antagonist: -58%; JMJD2E inh: ?; RECQ1 helicase: -14%; Epigenetic derep: -1.3%; IMPase Li inh: -6%

Continued:
No.	smiles	RGS12 GoLoco inh	SMN2 splice enh	KinaseGlo FLuc	NPSR antagonist
13	COc1ccc(-c2cc(=O)[nH][nH]2)cc1OC	1%	17%	-4%	0%[46.1 µM]
14	CCCC(C)C(=O)Nc1nc(C)c(-c2csc(Nc3cc(Cl)ccc3C)n2)s1 (stereo unspecified)	45%[activator]	-23%	-2%	-4%[46.1 µM]
15	O=C(NCc1ccccc1)N1CCN(c2ccc(Cl)c(Cl)c2)CC1	1%	-32%[inhibitor]	2%	-6%[46.1 µM]
16	Clc1cnc(N/N=C/c2ccco2)c(Cl)c1	11%	5.6µM*	-17%	-3%
17	O=C(Nc1cc(C(=O)N2CCOCC2)cc(C(=O)N2CCOCC2)c1)c1cc(F)c(F)cc1Cl	0%	?	5%	6%[46.1 µM]
18	CC(=O)NNc1ncnc2ccccc12	2%	10%	-1%	12%
19	O=C(Nc1ccccc1OC(F)F)c1ccc(F)cc1	-8%	-30%[inhibitor]	-1%	14%[46.1 µM]
20	Cn1cccc1Cc1nnc(SCC(=O)Nc2ccccc2F)n1-c1ccc(F)cc1	-3%	-7%	1%	-7%
21	O=C(OCc1nc2ccc(Cl)cc2n1CCO)c1ccccc1C(=O)c1ccccc1	8%	6%	0%	1%
22	Cn1cc(/C=C/C(=O)N2CCCC(C(=O)c3ccc(C(F)(F)F)cc3)C2)cn1 (stereo unspecified)	6%	·	·	-16%
23	CC1(C)OC(=O)C(=Cc2ccc(-c3ccc(Cl)c(C(=O)O)c3)o2)C(=O)O1	4%	10%	-2%	-8%
24	COc1ccc(Cl)cc1NC(=S)NNC(=O)c1cccnc1	-1%	·	·	-17%

No.	JMJD2E inh	RECQ1 helicase	Epigenetic derep	IMPase Li inh
13	?	2%	0.0%	13%[38.3 µM]
14	-8%	3%	0.0%	-4%[38.3 µM]
15	3%	?	1.9%	12%[38.3 µM]
16	2%	-5%	0.0%	-4%
17	8%	-1%	1.1%	19%[38.3 µM]
18	-11%	1%	0.0%	-9%
19	1%	-4%	-1.0%	11%[38.3 µM]
20	-2%	-5%	-1.0%	4%
21	-5%	-13%	-0.3%	-3%
22	5%	-9%	-1.2%	7%
23	?	-3%	-0.1%	-8%
24	-3%	-1%	-0.2%	-3%

(listing goes on)
No.	smiles	RGS12 GoLoco inh	SMN2 splice enh	KinaseGlo FLuc	NPSR antagonist
25	C=CCn1c(C)cc(/C([O-])=C(/C(=S)Nc2ccc(OC(F)F)cc2)[n+]2ccc(N(C)C)cc2)c1C	27%	12%	3%	-33%
26	CN1CCN(C(=O)/C(=C/c2cccs2)NC(=O)c2cccs2)CC1	4%	9%	5%	14%
27	COCCNC(=O)C1CC(c2cccc(OC)c2)=NO1 (stereo unspecified)	3%	-15%	-4%	1%[46.1 µM]
28	CCCOc1ccccc1C1CC(=O)Nc2cc3c(cc21)OCO3 (stereo unspecified)	-4%	-86%[inhibitor]	3%	30%[46.1 µM]
29	Cc1ccc2oc(-c3ccccc3)nc2c1	0%	?	?	0%[46.1 µM]
30	CCOC(=O)Cn1nc(C)c(NC(=O)COc2ccc([N+](=O)[O-])c(C)c2)c1C	5%	-4%	-2%	17%
31	CC(C)OC(=O)CSc1nc2ccccc2s1	5%	-20%	-6%	-10%[46.1 µM]
32	COc1cc(OC)c(C2=NOC(C(=O)NCc3ccc4c(c3)OCO4)C2)cc1Cl (stereo unspecified)	0%	·	0%	-5%[46.1 µM]
33	COc1cccc(C2=NOC(C(=O)Nc3cc(C)on3)C2)c1OC (stereo unspecified)	-16%	·	·	11%
34	CCOc1cc(CN2CCN(c3cccc(C(F)(F)F)c3)CC2)ccc1O	·	·	·	-23%[46.1 µM]
35	Cc1ccc(NC(=O)c2ccc(OC(=O)COc3ccc(Cl)c(C)c3)cc2)cc1	4%	13µM*	3%	7%
36	CC1CN(CC(=O)Nc2ccccc2Sc2ccccc2)CC(C)O1 (stereo unspecified)	·	·	·	-20%[46.1 µM]

No.	JMJD2E inh	RECQ1 helicase	Epigenetic derep	IMPase Li inh
25	-14%	i	-0.1%	22%
26	12%	-4%	0.0%	15%
27	-21%	i	-1.2%	13%[38.3 µM]
28	4%	-10%	-0.8%	12%[38.3 µM]
29	?	-3%	-1.0%	23%[38.3 µM]
30	3%	-4%	1.1%	1%
31	4%	6%	0.0%	21%[38.3 µM]
32	-14%	-9%	-1.1%	-9%[38.3 µM]
33	6%	-6%	-1.7%	·
34	10%	i	-0.2%	·
35	12%	-1%	-1.1%	-6%
36	13%	-4%	-1.1%	·

New compounds follow.
No.	smiles	RGS12 GoLoco inh	SMN2 splice enh	KinaseGlo FLuc	NPSR antagonist
37	Cc1occc1C(=O)NCc1ccccn1	0%	-1%	0%	-4%[46.1 µM]
38	CN(C(=O)/C=C/c1ccccc1)C1CCS(=O)(=O)C1 (stereo unspecified)	37%[activator]	·	-2%	8%
39	COc1cc(NC(=O)COc2cccc(OC)c2)cc(OC)c1	-11%	-1%	-5%	-22%[46.1 µM]
40	Cc1[nH]n(-c2ccc([N+](=O)[O-])cc2)c(=O)c1C=NCCN1CCN(C(=O)c2ccccc2F)CC1	3%	2%	?	-5%[46.1 µM]
41	Cc1ccc(N(CC(=O)NC(C)(C)C)C(=O)CNC(=O)c2cccs2)cc1C	13%	·	1%	-6%
42	CCOC(=O)c1cc(C)sc1/N=C/C1C(=O)CC(C)(C)CC1=O	14%	23%	-1%	12%
43	CN(C)/N=C/c1ccc(/C=N/NC(N)=S)o1	9%	-2%	2%	-27%
44	O=C(CNc1ccccc1)Nc1ccc(F)cc1	-1%	-6%	-4%	2%[46.1 µM]
45	Nc1ccn([C@H]2O[C@@H](COP(=O)(O)O)[C@@H](O)[C@H]2O)c(=O)n1	-3%[14.2 µM]	-20%[9.22 µM]	-6%[7.66 µM]	·

No.	JMJD2E inh	RECQ1 helicase	Epigenetic derep	IMPase Li inh
37	-3%	0%	0.0%	5%
38	9%	-5%	0.9%	7%
39	-4%	-4%	2.4%	10%[38.3 µM]
40	1%	i	-1.1%	40%[activator][38.3 µM]
41	-11%	i	2.1%	-5%
42	11%	-5%	-1.9%	-6%
43	-21%	26%	-0.2%	18%
44	0%	i	-1.0%	0%[38.3 µM]
45	·	·	·	6%

Some of the compounds tested; rates above refer to the full screens.
